Compound activity deposited in PubChem BioAssay by The Scripps Research Institute Molecular Screening Center.
CHRM4 antagonist = human M4 muscarinic receptor antagonists, primary screen, CHO cells, Fluo-8 calcium fluorescence; Muscarinic acetylcholine receptor M4 (Homo sapiens), P08173; CHO-hM4 cells, ACh EC80; inhibition, % at 3 µM; actives 0.73% (n = 360,000); AID 624125, 2012;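 active = inhibition above its plate's cutoff, the mean inhibition of sample wells plus 3 SD, cut at about 27% in these data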;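 also: 0% = acetylcholine EC80 with DMSO and 100% = DMSO without agonist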
Target sequence (P08173 whole entry, looked up): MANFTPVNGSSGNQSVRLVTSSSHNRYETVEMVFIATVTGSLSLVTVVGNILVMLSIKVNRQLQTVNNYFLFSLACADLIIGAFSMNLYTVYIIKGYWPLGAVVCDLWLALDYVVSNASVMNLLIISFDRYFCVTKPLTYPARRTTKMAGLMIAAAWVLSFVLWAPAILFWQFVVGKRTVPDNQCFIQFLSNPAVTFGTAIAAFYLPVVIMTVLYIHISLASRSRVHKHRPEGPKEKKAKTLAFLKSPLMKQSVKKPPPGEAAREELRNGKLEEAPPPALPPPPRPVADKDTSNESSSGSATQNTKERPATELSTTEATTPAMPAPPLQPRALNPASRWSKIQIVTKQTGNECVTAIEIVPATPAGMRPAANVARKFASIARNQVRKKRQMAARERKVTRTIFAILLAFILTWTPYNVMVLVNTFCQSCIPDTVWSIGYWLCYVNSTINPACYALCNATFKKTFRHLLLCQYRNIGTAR
CHO-K1 Ca ag = counter-screen for M1 agonists: effect in parental CHO-K1 cells; Fluo-8 calcium fluorescence; scaled to maximal ATP response, vehicle zero; activation, % at 3 µM; actives 0.48% (n = 360,000); AID 602248, 2012; in the data active = activation above about 15%;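 also: untransfected CHO-K1 host cells lacking M1 receptor as counterscreen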
CHRM5 antagonist = human M5 muscarinic receptor antagonists, primary screen, CHO cells, Fluo-8 calcium fluorescence | Muscarinic acetylcholine receptor M5 (Homo sapiens), P08912 | CHO-hM5 cells, ACh EC80 | inhibition, % at 3 µM | actives 0.59% (n = 360,000);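 active = inhibition above a per-plate cutoff, the mean of that plate's test compounds plus 3 SD, cut at about 27% in these data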;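 also: 0% = acetylcholine EC80 with DMSO and 100% = DMSO without agonist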
Target sequence (P08912 whole entry, looked up): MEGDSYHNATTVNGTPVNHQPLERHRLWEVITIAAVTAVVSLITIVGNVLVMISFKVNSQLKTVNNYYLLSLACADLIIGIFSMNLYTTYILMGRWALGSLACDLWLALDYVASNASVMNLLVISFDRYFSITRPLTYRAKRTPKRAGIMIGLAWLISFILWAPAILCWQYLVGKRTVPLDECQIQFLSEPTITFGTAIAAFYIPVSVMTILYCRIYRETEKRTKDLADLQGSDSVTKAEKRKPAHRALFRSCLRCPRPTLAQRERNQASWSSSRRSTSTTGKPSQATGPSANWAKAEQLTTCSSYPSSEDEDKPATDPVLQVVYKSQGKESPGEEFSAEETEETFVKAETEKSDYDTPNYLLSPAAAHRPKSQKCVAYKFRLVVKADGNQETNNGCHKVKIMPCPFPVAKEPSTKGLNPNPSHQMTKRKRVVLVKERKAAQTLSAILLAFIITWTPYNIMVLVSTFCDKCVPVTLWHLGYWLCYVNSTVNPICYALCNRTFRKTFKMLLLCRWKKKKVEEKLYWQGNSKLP
CHRM5 PAM = human M5 muscarinic receptor positive allosteric modulators, primary screen, CHO-K1 cells, Fluo-8 calcium fluorescence | Muscarinic acetylcholine receptor M5 (Homo sapiens), P08912 | AID 624038, 2012 | actives 0.3% (n = 360,000) | CHO-K1 hM5, ACh EC20 PAM; 0% = ACh EC20, 100% = ACh EC100 | activation, % at 3 µM;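 active = activation above the run cutoff, the mean activation of all test compounds plus 3 SD, cut at about 18% in these data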
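Assay system – human M5 receptor in CHO-K1 cells · Read-out – % activation, ACh-normalized · Technique – Fluo-8 calcium fluorescence · Dosing – single-point, 3 µM nominal · Incubation – Fluo-8 loading 80 min at 37 °C plus 30 min room temperature · Repeats – singlicate, one well per test compound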
M5 ag = human M5 muscarinic receptor agonists, primary screen, CHO-K1 cells, Fluo-8 calcium fluorescence; actives 0.19% (n = 360,000); activation, % at 3 µM; CHO-K1 hM5 cells; 0% DMSO wells, 100% maximal acetylcholine response;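 active = activation above the run's mean over test compounds plus 3 SD, cut at about 23% in these data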;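 also: signal is peak over basal fluorescence ratio across the kinetic read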
M4 PAM = human M4 muscarinic receptor positive allosteric modulators, primary screen, CHO-K1 cells, Fluo-8 calcium fluorescence; actives 0.4% (n = 360,000); Muscarinic acetylcholine receptor M4 (Homo sapiens), P08173; AID 624126, 2012; activation, % at 3 µM; CHO-K1 hM4/Gqi5, ACh EC20; 0% = ACh EC20, 100% = maximal ACh;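 active = activation above its plate's cutoff, the mean activation of sample wells plus 3 SD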; also: some results filed as inactive read as strong as hits
CHO-K1 Ca antag = nonselective inhibitor or artifact in parental CHO-K1 cells; ATP-induced calcium, Fluo-8 fluorescence; inhibition, % at 3 µM; actives 0.6% (n = 360,000);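 active = inhibition above a per-plate cutoff, the plate's mean sample inhibition plus 3 SD, cut at about 24% in these data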;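 also: 0% = DMSO plus EC80 ATP and 100% = DMSO alone without ATP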
CHO-K1 Ca PAM = nonselective calcium activators in parental CHO-K1 cells, primary screen, counter-screen for M1 PAM project, cell-based, Fluo-8 calcium fluorescence, full deck, 1536-well. ATP EC20; 0% at ATP EC20, 100% at ATP max. activation, % at 3 µM. actives 0.02% (n = 360,000);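 active = activation above the run cutoff, the mean activation of all test compounds plus 3 SD, cut at about 40% in these data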;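 also: peak over basal fluorescence ratio in a 140 s read after ATP addition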
CHRM4 agonist = human M4 muscarinic receptor agonists, primary screen, CHO-K1 cells, Fluo-8 calcium fluorescence; CHO-K1 hM4/Gqi5; vehicle 0%, full acetylcholine response 100%; activation, % at 3 µM; actives 0.14% (n = 360,000); AID 624127, 2012;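 active = activation above the run mean over all test wells plus 3 SD, cut at about 32% in these data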;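 also: peak over basal fluorescence ratio per well then scaled between controls; 0% = DMSO wells and 100% = acetylcholine at EC100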
The depositor's hits bear a star. Outcome played no part in choosing rows. Share with any hit: about 2.7%.

nr	compound	CHRM4 antagonist	CHO-K1 Ca ag	CHRM5 antagonist	CHRM5 PAM	M5 ag	M4 PAM	CHO-K1 Ca antag	CHO-K1 Ca PAM	CHRM4 agonist
1	O=C(N/N=C/c1cccc([N+](=O)[O-])c1)C1CC(=O)N(c2ccc(F)cc2)C1 (stereo unspecified)	17	-0.4	4	-6	-4	-6	6	-8	-1
2	Cc1cc(NC(=O)COC(=O)c2cc([N+](=O)[O-])ccc2N2CCOCC2)ccc1Br	-22	1.1	10	-10	-6	-2	-6	18	8
3	CC(C)OP(=O)(OC(C)C)C(O)c1ccc(N(C)C)cc1 (stereo unspecified)	-4	1.6	8	1	3	4	-9	7	2
4	O=C(CCCSc1nc2ccccc2[nH]1)NCc1ccccc1F	-2	17*	17	-8	-5	-1	0	18	3
5	Cc1cc2ccccc2n2c(SCC(=O)Nc3ccc(S(=O)(=O)N4CCC(C)CC4)cc3)nnc12	6	-0.2	3	0	1	-9	0	-5	0
6	Cc1ccc(NC2c3ncccc3C(=O)N2Cc2cccs2)cc1C (stereo unspecified)	-8	1.7	5	-6	0	-2	3	6	4
7	CC(C)c1ccc(/C=N/N2CCN(c3ccccn3)CC2)cc1	-12	0.4	-9	7	9	1	-11	17	1
8	COc1cc2nc(C3CC3)n(NC(=O)c3ccc(F)cc3)c(=O)c2cc1OC	-4	0.9	2	0	2	6	-22	16	3
9	CC(C)COc1ccc(C(=O)N/C(=C\c2cccc([N+](=O)[O-])c2)C(=O)OC(C)C)cc1	2	-0.2	1	-3	-3	-8	8	-7	-1
10	COc1cccc(C(=O)Nc2sc3c(c2C#N)CCN(C(C)=O)C3)c1	-2	6.0	3	-3	6	-4	0	-12	4
11	O=C1c2ccccc2C(O)N1CCN1CCOCC1 (stereo unspecified)	8	0.0	5	-9	4	-7	14	-10	0
12	CNC(=O)CSc1nc2[nH]ncc2c(=O)[nH]1	-4	0.3	-13	2	4	-6	-9	5	1
13	Cc1ccc(S(=O)(=O)N2CCCCC2)cc1C(=O)Nc1cccnc1	4	0.5	-8	8	1	0	7	-1	3
14	COc1ccc(N(CC(=O)O)S(=O)(=O)c2ccccc2[N+](=O)[O-])c(OC)c1	-2	0.1	3	2	-1	-7	-12	5	-1
15	COCCN(C(=O)COC(=O)c1cc(C)oc1C)c1c(N)n(Cc2ccccc2)c(=O)[nH]c1=O	-1	0.9	7	-3	2	0	7	-6	0
16	O=C(CNC(=O)c1cccc(-n2cnnn2)c1)Nc1ccc(F)c(F)c1	-4	0.2	6	-4	2	5	-10	-1	0
17	O=C(NCC(=O)N1CCC(Cc2ccccc2)CC1)c1ccc(Cl)cc1	-15	1.6	4	-6	-3	4	-4	-2	2
18	COc1ccc(-n2nc(C(=O)NCC(=O)N(C)Cc3ccccc3)c3ccccc3c2=O)cc1	13	3.8	4	-8	0	-13	4	-19	14
19	CCC(C(=O)NC(C)(C)C)N(C(=O)c1ccc(Cl)nc1)C1CCCC1 (stereo unspecified)	-12	2.1	11	0	2	8	-9	12	7
20	CCOc1ccc(N(CC(=O)N2CCN(c3ccccc3)CC2)S(=O)(=O)c2c(C)noc2C)cc1	-2	0.1	0	-7	0	-3	-16	12	0
21	CN(C)c1oc(COc2ccccc2F)nc1C#N	-3	-0.2	3	-2	-7	12	-1	7	0
22	O=C1c2cccnc2C(Nc2ccc(Br)cc2)N1Cc1cccs1 (stereo unspecified)	3	0.6	2	-2	1	-10	7	-2	3
23	O=C(Nc1cc(S(=O)(=O)N2CCCC2)ccc1OCC(F)(F)F)c1ccc(F)cc1	-7	0.0	-4	1	-4	8	-8	31	1
24	COc1ccc(-c2csc(NC(=O)CCCc3cccs3)n2)cc1	-4	0.6	-4	-6	2	0	-1	17	1
25	COc1ccc(C(=O)N(C)C2CCCCC2)cc1OC1CCN(C(C)C)CC1	-6	1.0	-1	7	-7	0	-3	7	1
26	CC(C)(C)c1nn2cnnc2n(/N=C/c2ccccc2)c1=O	0	1.5	-2	3	-1	2	-3	21	1
27	O=C(CCC(=O)N(CC(=O)NC1CCCC1)C1CCCCC1)Nc1ccccn1	0	0.1	4	-4	-3	3	27*	-14	1
28	Cc1cccc(C)c1Cn1c(C)c(C(=O)NCc2ccc([N+](=O)[O-])cc2)sc1=O	11	11	19	-16	18	-10	-2	26	17
29	COc1ccc(NC2CCCN(C(=O)CCCN3CCCCC3=O)C2)cc1 (stereo unspecified)	16	7.1	26	-13	-5	-5	-3	13	14
30	CN(C)c1ccc(S(=O)(=O)N2CCCCC2)cc1NC(=O)CCNC(=O)c1ccc(Cl)cc1	4	0.2	-2	-3	1	8	2	13	1
31	COCCCNC(=S)N1CCN(c2nc(-c3cccc(OC)c3)cs2)CC1	-4	8.6	16	-12	-1	-6	-9	-2	18
32	CCC(C)c1ccc(NC(=S)NC(C)C2CCCO2)cc1 (stereo unspecified)	-3	0.6	-5	-5	-5	-3	15	-8	1
33	Clc1ccc(Nc2nc(N3CCOCC3)nc(N3CCOCC3)n2)cc1Cl	-6	0.0	-13	0	-2	6	-12	9	0
34	CCN1C(=O)[C@H]2[C@@H](c3ccc(C)cc3)N3C(=O)N(c4ccccc4)C(=O)[C@@]3(Cc3ccccc3)[C@H]2C1=O	-4	0.4	-3	-2	3	4	-17	8	3
35	O=C(COc1ccccc1[N+](=O)[O-])OCC(=O)c1ccc(Br)s1	-6	-0.5	19	-9	-5	3	-4	4	1
36	C[C@H]1CN([C@@H](C)CO)C(=O)CCCn2nncc2CO[C@H]1CN(C)C(=O)c1ccc2ccn(C)c2c1	-7	0.1	10	3	-1	3	-1	5	0
37	CC(C)Nc1ncnc2c1ncn2[C@H]1CN(C2CCCC2)C[C@@H](CO)O1	-7	0.4	3	-1	-1	5	-17	20	1
38	COc1ccc(C(C(=O)NC2CCCC2)N(CCN(C)C)C(=O)c2snc(C(N)=O)c2N)cc1 (stereo unspecified)	-1	0.7	2	-1	0	7	-12	22	1
39	CNC(=O)CSc1n[nH]c(-c2cc(Cl)ccc2OC)n1	-1	0.5	10	2	-2	-4	-15	-8	1
40	CN(Cc1ccon1)C(=O)CC1C(=O)NCCN1CC1CCCCC1 (stereo unspecified)	5	0.0	-4	-1	-3	6	-3	10	1
41	CC1=NN(Cc2ccccc2)C(=O)/C1=C\c1ccc(N(C)C)cc1	3	-0.9	-1	-1	1	18	22	-6	0
42	COc1ccc2[nH]cc(/C=C/c3cc[n+](C)cc3)c2c1	-15	0.3	-1	3	-4	1	-13	10	1
43	COc1ccc(NC(=S)N(CCN(C)C)Cc2cccs2)cc1	-7	0.2	-6	15	-9	5	-5	5	2
44	CCOC(=O)N1C(=O)[C@@](c2ccc(Cl)cc2)(C(C)C)N1C(=O)OCC	-1	-0.7	5	5	2	6	-18	23	-1
45	O=C(Nc1ccc(Cl)c(Cl)c1)c1ccncc1	2	2.8	-10	0	-1	-1	0	19	6
46	Cc1nnc(SCC(=O)N2CCc3ccccc3C2)s1	8	0.7	2	6	-8	0	-8	15	0
47	O=C(CSC1=NCCS1)Nc1ccc(S(=O)(=O)NC2CCCCC2)cc1	16	7.0	5	-6	4	-11	3	7	10
48	Fc1cccc(CCN2C(=S)NC[C@@H]2CC2CCCCC2)c1	4	0.9	4	-2	-6	-7	-19	22	0
49	O=C(c1ccc(N2CCN(C(=O)c3ccccc3Br)CC2)cc1)c1cccc(F)c1	4	12	9	-16	8	-14	14	-11	23
50	CCn1cc(Cl)c(C(=O)NNC(=O)CCn2nc(C)c([N+](=O)[O-])c2C)n1	-2	0.9	3	-2	-2	4	-7	18	1
51	CCOc1ccc(N(CC(=O)NCc2ccccc2)C(=O)Cn2nnc(-c3ccc(C)o3)n2)cc1	2	1.5	1	4	-1	-1	-4	8	2
52	CC(CNC(=O)c1cc(COc2ccc3ncccc3c2)on1)c1ccccc1 (stereo unspecified)	6	17*	30*	-18	6	-11	18	-6	25
53	CN(C)S(=O)(=O)c1ccc(C(=O)Nc2ccccc2C(=O)NCCCN2CCOCC2)cc1	-12	-0.4	6	4	1	5	14	-16	1
54	Cc1ccc(C(=O)Nc2cnc3ccccn3c2=O)cc1	-4	0.7	4	-9	-2	6	5	-14	2
55	CCN(CC)C(=O)c1ccc(Nc2nnc(-c3ccc(O)cc3)c3ccccc23)cc1	2	0.1	9	-1	-3	-7	-2	10	0
56	COc1ccc(-n2c(SCC(=O)NCC3CCCO3)nc3c(c2=O)SCC3)cc1 (stereo unspecified)	0	0.1	3	2	-2	-1	-1	0	0

The results go on.
nr	compound	CHRM4 antagonist	CHO-K1 Ca ag	CHRM5 antagonist	CHRM5 PAM	M5 ag	M4 PAM	CHO-K1 Ca antag	CHO-K1 Ca PAM	CHRM4 agonist
57	O=C(CSc1nc2cc(Cl)ccc2o1)NC1CC1	9	1.1	7	-2	1	-6	12	-13	0
58	COc1ccc(S(=O)(=O)N2CCCCCC2)cc1NC(=O)CCNC(=O)c1ccc(Cl)cc1	-6	0.5	0	-7	-1	-3	-1	0	4
59	CCC(=O)Nc1c(-c2ccc3ccccc3c2)nc2ccccn12	-19	0.6	-7	5	-1	5	-5	9	3
60	CC(C)C1NC(=S)N(Cc2ccccc2)C1=O (stereo unspecified)	2	0.7	0	-4	-3	6	-9	22	0
61	Cc1cc(NC(=O)COC(=O)c2c(C)c(C)c(C)c(C)c2C)no1	-1	1.9	-11	-2	5	0	-10	-6	6
62	CCc1ccc(OCC(=O)NNC(=O)Cc2ccc(S(=O)(=O)N3CCOCC3)s2)cc1	-4	0.8	-4	1	-2	0	-10	11	0
63	CCCCCn1nc(C(=O)OCC(=O)c2c(N)n(C)c(=O)n(C)c2=O)c2ccccc2c1=O	-10	1.2	10	6	3	4	-15	19	2
64	Cc1ccc(NC(=O)CSc2nnc(C)c(=O)[nH]2)cc1C	2	-0.4	3	5	-1	4	15	-12	0
65	S=C(NCCc1ccccc1)NC1CC1	8	0.3	0	-1	-2	-3	-5	10	0
66	CC(O)(c1ccccc1)c1nc(-c2cccc(C(F)(F)F)c2)cs1 (stereo unspecified)	-25	0.7	0	-1	-1	2	1	0	0
67	CCN(c1nc(C)cc(OC)n1)S(=O)(=O)c1ccccc1	-6	0.3	7	-4	-6	6	0	4	-3
68	Cc1ccc(C(=O)N/C(=C\c2cccnc2)C(=O)N2CCCC2)cc1	-2	0.3	7	6	0	-2	-7	5	2
69	Cn1cc(Br)c(NC(=O)/C=C/C(=O)O)n1	3	0.7	6	-14	-2	-2	0	-13	3
70	Cc1nc(COc2cc3oc(=O)cc(C)c3cc2Cl)cs1	-7	15	18	-4	-2	2	2	4	3
71	COc1ccc(C)cc1N(CC(=O)NC1CCCC1)C(=O)Cn1nnc(-c2ccc(C)o2)n1	-3	8.9	3	-4	4	0	-7	8	4
